# FUS yeast rescue: rescues growth of FUS-expressing yeast. Potency, µM (top dose mostly 76.6 µM), inactives show top-dose growth rescue (activation), usual class: activators. actives 0.24% (n = 390,000). AID 1347120. S. cerevisiae FUS-expressing, growth rescue, OD600, 24 h;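 note: potency is the fitted concentration of half-maximal effect; plate controls were DMSO vehicle for no effect and reference control for full effect; nearly all actives have a fitted effect of over 55% in size; some results filed as inactive show a strong effect at the top dose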
#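 Read-out: OD at 600 nm after 24hr at 30C, reporting rescue of FUS-induced yeast toxicity. Cells at OD 0.005 in galactose (2%) minimal medium; compounds tested in a dilution series; CP55940 titration from 92uM final as control.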
# Abeta yeast res: compounds reversing amyloid beta toxicity in yeast; AID 1347071; yeast expressing A-beta42, growth rescue, OD600, 48 h; response scale: 0% DMSO, 100% iron-clioquinol control; actives 0.063% (n = 410,000); Potency, µM (titrated, usually from 46.1 µM), inactives show at the highest dose growth rescue, actives largely listed as activators; note: potency is the fitted concentration of half-maximal effect; nearly all actives have a fitted effect of over 55% in size
#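 Yeast A-beta toxicity model in growth medium with pinned compounds, 48 h at 30 C; growth read as absorbance at 600 nm. Normalized to FeCl3/clioquinol equimolar mix (positive) and DMSO (negative).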
# PTHR1 agonist: agonists of human PTHR1 parathyroid hormone receptor. Q03431. HEK293 GP2 PTHR1 cells, GloSensor cAMP luminescence, 1 h. Potency, µM (doses to about 115 µM), for inactives: at the top dose activation, usual class: activators. actives 0.075% (n = 410,000); note: potency is the fitted concentration of half-maximal effect; nearly all actives have a fitted effect of over 55% in size; some results filed as inactive show a strong effect at the top dose; inactives centre near -15; many of its hits are not listed in these tables
# Target sequence (Q03431 whole entry, looked up): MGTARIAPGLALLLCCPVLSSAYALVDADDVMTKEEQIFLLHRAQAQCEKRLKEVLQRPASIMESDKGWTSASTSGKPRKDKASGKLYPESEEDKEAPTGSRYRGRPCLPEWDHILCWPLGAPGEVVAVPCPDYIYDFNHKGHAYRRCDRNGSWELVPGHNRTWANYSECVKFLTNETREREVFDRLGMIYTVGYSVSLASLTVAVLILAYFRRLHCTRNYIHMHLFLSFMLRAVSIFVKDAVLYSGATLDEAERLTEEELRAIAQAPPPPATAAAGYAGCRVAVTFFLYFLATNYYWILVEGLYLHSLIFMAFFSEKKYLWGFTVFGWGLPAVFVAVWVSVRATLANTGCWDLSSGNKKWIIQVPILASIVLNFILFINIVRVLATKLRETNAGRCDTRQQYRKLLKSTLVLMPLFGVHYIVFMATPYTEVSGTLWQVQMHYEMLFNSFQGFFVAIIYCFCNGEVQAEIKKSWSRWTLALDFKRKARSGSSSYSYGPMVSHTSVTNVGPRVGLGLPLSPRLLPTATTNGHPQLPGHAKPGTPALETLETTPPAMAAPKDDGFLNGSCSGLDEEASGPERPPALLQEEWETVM
#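 HEK-293-derived GP2 cells expressing PTHR1 and a GloSensor cAMP reporter, 3,000/well, plated overnight, given luciferin plus IBMX (each 0.5 mM as added) for 1 h at 37 °C, then compound for 1 h at 37 °C. Luminescence was read after 15 min at room temperature.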
# GLP1R inv ag: inverse agonists of human GLP-1 receptor; P43220; HEK293 GLP-1R CRE-luciferase, luminescence, 24 h; GLP-1R form is constitutively active; Potency, µM (highest dose often 38.3 µM), for the others: at the highest dose activity change, negative = inhibition, usual class: inhibitors; actives 1.6% (n = 410,000); note: potency is the fitted concentration of half-maximal effect; % is set by controls: 0 for no effect and ±100 for the full control effect; nearly all actives have a fitted effect of over 55% in size
#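 GLP-1R inverse agonism mode: basal reporter luminescence in engineered HEK293 cells measured after one day of compound exposure at 37 deg C, with a 12 min room-temperature detection step.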
# aSyn rescue: inhibitors of alpha-synuclein toxicity in yeast | Yeast expressing alpha-synuclein, growth rescue, BacTiter-Glo, 24 h | Potency, µM (series often up to 46.1 µM), for the others: at the highest dose growth rescue (activation), most hits filed as activators | actives 0.14% (n = 370,000); note: potency is the fitted concentration of half-maximal effect; % of control where 0% means no effect; nearly all actives have a fitted effect of over 65% in size
#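 Screening used galactose-induced yeast with toxic alpha-synuclein levels, exposed to compound for 24 hr at 30 deg C. Cell growth, read with BacTiter-Glo luminescence, gave the measured signal.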
# pAkt inh: blocks phosphorylation of Akt; Neuro2A IGF-stimulated pAkt S473 HTRF, 20 min; hits give low values; activity change, % for hits at 50 µM; actives 0.32% (n = 360,000); AID 651550; in the data active = activity change below about -80%; inconclusive = mostly about -51% to -80%; note: % is set by controls: 0 for no effect and ±100 for the full control effect
#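 Neuro2A cells in DMEM with 0.5% FBS, overnight at 37 deg C, given compound at single 50 µM final, then IGF (6 nM final) for 20 min at 37 deg C. Lysed; phospho-Akt Ser473 by HTRF after 24 h, 665/615 ratio.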
# MmCpn inh: M. maripaludis TRiC chaperonin inhibition. purified Mm-Cpn ATPase, ADP Transcreener TR-FRET. Potency, µM (series often up to 76.9 µM), without a hit: at the highest dose activity, negative = inhibition, most hits filed as inhibitors. actives 0.031% (n = 330,000); note: potency is the fitted concentration of half-maximal effect; % is set by controls: 0 for no effect and ±100 for the full control effect; nearly all actives have a fitted effect of over 80% in size
#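 Compound-treated chaperonin, 25 nM final, turns over 10 uM ATP at 37°C for 30 min following a 10 min preincubation; ADP generated competes with ADP-d2 for Eu-cryptate antibody, lowering FRET.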
# GLP1R cytotox: cytotoxic in the GLP-1 receptor inverse agonist counter-screen | HEK293 cAMP-luciferase reporter cells, luminescence, 24 h | Potency, µM (highest dose often 38.3 µM), inactives show top-dose activity change, negative = inhibition, hits mostly inhibitors | actives 0.13% (n = 410,000);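 note: loss of luciferase light is scored as toxicity; potency is the fitted concentration of half-maximal effect; % is set by controls: 0 for no effect and ±100 for the full control effect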
#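 To flag toxic compounds, the library was rerun on cells for 24 hr at 37 deg C and 5% CO2. Viability-linked luminescence was captured 12 min after adding luciferase detection reagent.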
# TDP43 rescue: rescues yeast growth from TDP-43 toxicity. actives 1.8% (n = 410,000). AID 652104. TDP-43 expressing yeast growth rescue, BacTiter-Glo, 24 h. Potency, µM (doses to about 46.1 µM), without a hit: at the highest dose growth rescue (activation), most hits filed as activators; note: potency is the fitted concentration of half-maximal effect; % of control where 0% means no effect; nearly all actives have a fitted effect of over 50% in size
#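 Galactose-induced TDP-43 yeast, OD600=0.02, compound pinned; 24 hr, 30 deg C; BacTiter-Glo luminescence for growth. Inhibitors of TDP-43 toxicity read as activators.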
# Numbers without * were called inactive; i = inactive; ? = inconclusive; nt = not tested or not shown; [ ] = another dose, or the depositor's remark. Unless noted, calls come from the whole dose curve; as a rule, active = well fitted curve in the direction sought with a large enough effect; inconclusive = small, poorly fitted or top-dose-only effect, or another doubt; inactive = no such curve, though single readings can be large; an effect the other way counts as inactive or inconclusive. These rows are one share of the data (hit frequency here may not be typical).
compound	FUS yeast rescue	Abeta yeast res	PTHR1 agonist	GLP1R inv ag	aSyn rescue	pAkt inh	MmCpn inh	GLP1R cytotox	TDP43 rescue
CCC(C)Sc1ccc([C@H]2N[C@@](Cc3ccccc3)(C(=O)OC)[C@H]3C(=O)N(CC)C(=O)[C@@H]23)cc1OC (some centres not stated)	10%	0%	-9%	?	-4%	i	-3%	8%	24%
CCOc1ccc(NC(=O)C2CC(=O)NC(N3CCc4ccccc43)=N2)cc1 (configuration not stated)	25%	9%	-14%[57.5 µM]	-6%	1%	i	0%	-1%	8%
Cc1cccc(C)c1NC(=O)COc1ccccc1C(=O)Nc1ccc(Br)cn1	8%	14%	-13%	6%	4%	i	0%	11%	22%
CCOC(=O)C(O)(CCC(O)(C(=O)OCC)C(=O)OCC)C(=O)OCC	-21%	12%	i	-13%	0%	i	2%	15%	-11%
O=C(CCN1C(=O)c2ccccc2S1(=O)=O)Nc1ccc(F)cc1F	nt	1%	i	4%	6%	i	-3%	11%	17%
CCOC(=O)c1cccc(NC(=O)CCC(=O)N2CC(C)Oc3ccc(C)cc32)c1 (configuration not stated)	-1%	-5%	-17%	-28%	nt	nt	nt	2%	17%
COc1cc(OC)cc(C(=O)N(CN2CCCC2=O)c2ccccc2OC)c1	-1%	4%	i	3%	nt	nt	1%	-17%	-1%
COc1cc(/C=N/NC(=O)NC23CC4CC(CC(C4)C2)C3)ccc1OCC(N)=O	-16%	-8%	-4%	?	1%	i	0%	-23%	23%
O=C(NCc1ccccn1)c1ccc2c(c1)N(Cc1ccccc1)CCS2	27%	-10%	-9%	?	-14%	i	-8%	4%	16%
Cc1cc(NC(=O)C(C)Sc2nnc(NCc3ccco3)s2)no1 (configuration not stated)	1%	-13%	i	22%	-5%	i	2%	1%	0%
CC1(CC(=O)N/N=C/c2ccc(-c3cccc(C(F)(F)F)c3)o2)OCCO1	9%	10%	-9%	11%	5%	i	0%	-5%[1.53 µM]	18%
O=c1[nH]c2cnn(-c3ccccc3)c2c(=O)n1O	nt	8%	?	3%	2%	i	nt	0%	0%
O=[N+]([O-])c1ccccc1/C=C/C=N/n1c(-c2cc(-c3ccccc3)n[nH]2)n[nH]c1=S	?	-5%	-4%	-28%	-5%	i	-1%	-17%	-10%
Cc1cccc(CNC(=O)c2ccc(NC(=O)N3CC(C)Sc4ccccc43)cc2)c1 (configuration not stated)	-4%	3%	-6%	?	nt	nt	nt	3%	?
CCOc1cccc(C2/C(=C(\O)c3ccc4c(c3)OCCO4)C(=O)C(=O)N2Cc2ccncc2)c1 (configuration not stated)	4%	-12%	i	5%	-5%	i	-1%	-12%	5%
CCCCCC(=O)Nc1ccc(S(=O)(=O)Nc2ccc(Cl)nn2)cc1	11%	-6%	-18%	-19%	-1%	i	-4%	-10%	-2%
CCOc1ccc(C2NC(=O)c3n[nH]c(C)c32)cc1 (configuration not stated)	-25%	-14%	4%	3%	0%	i	0%	-3%	3%
CC(C)N=C(NS(=O)(=O)c1ccc(Br)cc1)c1ccc(Cl)cc1	-10%	4%	i	-28%	-7%	i	1%	0%	-3%
CN(CCCC(=O)O)c1ccc(N=Nc2ccc([N+](=O)[O-])cc2)cc1	0%	-29%	-50%[inhibitor]	?	-33%[inhibitor]	i	nt	?	-17%
Cc1cc(=O)[nH]c(-n2[nH]c(C)cc2=O)n1	34%	26%	?	18%	7%	i	1%	2%	14%
CCCN1/C(=C(\C#N)C2=NS(=O)(=O)c3ccccc32)N(C)c2ccccc21	11%	13%	-13%	28%	4%	i	nt	-6%	0%
COc1cc(/C=C(/C#N)c2ccccc2)ccc1Oc1ccc([N+](=O)[O-])cn1	42%	8%	-2%[57.5 µM]	-1%	0%	i	-5%	16%	-3%
CCOc1ccccc1NC(=O)C1CCCN(C(=O)NCc2ccccc2)C1 (configuration not stated)	20%	4%	i	-20%	2%	i	-7%	-21%	15%
Cc1ccccc1OCC(=O)OCC(=O)NCCc1ccccc1	-16%	4%	-6%	0%	2%	i	0%	3%	4%

# Five entries from above, arranged by the value under GLP1R inv ag, ascending.
SMILES | PTHR1 agonist | GLP1R inv ag | pAkt inh | MmCpn inh
CCOc1ccccc1NC(=O)C1CCCN(C(=O)NCc2ccccc2)C1 (configuration not stated) | i | -20% | i | -7%
COc1cc(/C=C(/C#N)c2ccccc2)ccc1Oc1ccc([N+](=O)[O-])cn1 | -2%[57.5 µM] | -1% | i | -5%
Cc1ccccc1OCC(=O)OCC(=O)NCCc1ccccc1 | -6% | 0% | i | 0%
CCOc1ccc(C2NC(=O)c3n[nH]c(C)c32)cc1 (configuration not stated) | 4% | 3% | i | 0%
CCCN1/C(=C(\C#N)C2=NS(=O)(=O)c3ccccc32)N(C)c2ccccc21 | -13% | 28% | i | nt

# Following part
compound	FUS yeast rescue	Abeta yeast res	PTHR1 agonist	GLP1R inv ag	aSyn rescue	pAkt inh	MmCpn inh	GLP1R cytotox	TDP43 rescue
COC(=O)c1cc2ccccc2oc1=O	24%	3%	i	0%	10%	i	1%	-2%	18%
COC(=O)c1ccc(COC(=O)c2ccc(N(C)C)cc2)cc1	-5%	15%	i	75%[activator]	3%	i	1%	-29%	-14%
O=C(COc1ccc2ccc(=O)oc2c1)c1ccccc1	-15%	7%	-5%	6%	1%	i	-9%	-3%	-1%
CC(C)C(=O)Nc1sc2c(c1C(N)=O)CCN(Cc1ccccc1)C2	-19%	-1%	-14%	68%[activator]	3%	i	1%	188%[activator]	8%
COc1ccccc1NC(=O)NCC(c1ccco1)N1CCCCC1 (configuration not stated)	12%	-3%	i	?	-4%	i	-1%	2%	-4%
Cc1cccc(NC(=O)C2CCN(S(=O)(=O)c3c(C)[nH]c(=O)[nH]c3=O)CC2)c1	nt	7%	i	17%	0%	i	1%	-6%	3%
Cc1ccc(-n2c(SCC(=O)Nc3ccc4c(c3)OCCO4)nc3c([nH]c4ccccc43)c2=O)cc1	41%	-10%	i	2%	nt	nt	nt	-1%	-3%
c1ccc(-c2nnsc2-c2nc3ccccc3[nH]2)cc1	0%	-24%	-34%[inhibitor]	-31%	0%	i	-1%	7%	-11%

# 5 successive records already listed, for reference:
compound	FUS yeast rescue	Abeta yeast res	PTHR1 agonist	GLP1R inv ag	aSyn rescue	pAkt inh	MmCpn inh	GLP1R cytotox	TDP43 rescue
CC(C)C(=O)Nc1sc2c(c1C(N)=O)CCN(Cc1ccccc1)C2	-19%	-1%	-14%	68%[activator]	3%	i	1%	188%[activator]	8%
COc1ccccc1NC(=O)NCC(c1ccco1)N1CCCCC1 (configuration not stated)	12%	-3%	i	?	-4%	i	-1%	2%	-4%
Cc1cccc(NC(=O)C2CCN(S(=O)(=O)c3c(C)[nH]c(=O)[nH]c3=O)CC2)c1	nt	7%	i	17%	0%	i	1%	-6%	3%
Cc1ccc(-n2c(SCC(=O)Nc3ccc4c(c3)OCCO4)nc3c([nH]c4ccccc43)c2=O)cc1	41%	-10%	i	2%	nt	nt	nt	-1%	-3%
c1ccc(-c2nnsc2-c2nc3ccccc3[nH]2)cc1	0%	-24%	-34%[inhibitor]	-31%	0%	i	-1%	7%	-11%

# Next results.
compound	FUS yeast rescue	Abeta yeast res	PTHR1 agonist	GLP1R inv ag	aSyn rescue	pAkt inh	MmCpn inh	GLP1R cytotox	TDP43 rescue
CC(C)(C)OC(=O)C[C@H]1C/C=C\C[C@H](CC(=O)NCCO)C(=O)NCCOC1=O	-7%	3%	-25%	4%	-2%	i	-6%	-19%	12%
O=C(COC(=O)C1(c2ccc(F)cc2)CCCC1)NCc1ccco1	18%	3%	-13%	?	2%	i	-1%	0%	8%
C=CCC1(CC=C)CCCN1C(=O)CC1C(=O)NCCN1Cc1ccc(OC)c(OC)c1 (configuration not stated)	4%	-11%	-1%	8%	2%	i	1%	-3%	8%
COCc1cc(=O)[nH]c2c1c(-c1ccccc1)nn2C	-1%	9%	i	16%	-1%	i	0%	-1%	10%
CCN(CC)C(=O)CSc1nnc(-c2c[nH]c3ccccc23)o1	-13%	-6%	-7%	8%	-3%	i	1%	-7%	14%
Nc1ncnc2c1ncn2[C@@H]1O[C@H](C(=O)N2CCN(c3ccc(Cl)cn3)CC2)[C@@H](O)[C@H]1O	6%	-13%	9%	10%	-4%	i	nt	4%	8%

# Screening results from PubChem BioAssay.
